hcGAS inh: Primary biochemical luminescence assay for human cyclic GMP-AMP synthase inhibitors. inhibition, % at 12.5 µM. hit rate 0.081% among 290,000. Q8N884. AID 1259398, 2018. recombinant h-cGAS, ATP depletion, Kinase-Glo luminescence;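 further: 0% = vehicle reaction and 100% = reaction without DNA for no activity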
Target sequence (Q8N884 whole entry, looked up): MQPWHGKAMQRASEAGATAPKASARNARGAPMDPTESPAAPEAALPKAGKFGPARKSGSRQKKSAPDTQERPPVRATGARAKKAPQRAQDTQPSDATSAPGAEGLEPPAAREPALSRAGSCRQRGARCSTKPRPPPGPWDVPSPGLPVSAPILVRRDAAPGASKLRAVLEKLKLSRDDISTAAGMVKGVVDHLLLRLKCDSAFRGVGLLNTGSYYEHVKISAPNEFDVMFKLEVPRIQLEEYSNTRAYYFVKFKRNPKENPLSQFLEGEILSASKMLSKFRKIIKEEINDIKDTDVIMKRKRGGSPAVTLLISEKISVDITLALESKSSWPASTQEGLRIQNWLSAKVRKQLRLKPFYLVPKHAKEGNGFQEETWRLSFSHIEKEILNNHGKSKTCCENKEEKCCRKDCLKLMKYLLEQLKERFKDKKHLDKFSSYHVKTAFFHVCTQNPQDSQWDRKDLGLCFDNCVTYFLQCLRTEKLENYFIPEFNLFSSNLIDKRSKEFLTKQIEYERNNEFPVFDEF
mcGAS inh: cyclic GMP-AMP synthase inhibitors, mouse, primary biochemical chemiluminescence. recombinant cGAS, Kinase-Glo ATP depletion luminescence. inhibition, % at 12.5 µM. Q8C6L5. hit rate 0.15% among 160,000;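 further: 0% = negative control wells and 100% = reference inhibitor with no enzyme activity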
NPYLR7 ag: agonists of mosquito NPYLR7 receptor, primary screen, cell-based, Aedes aegypti, calcium fluorescence, mosquito biting behavior; Aedes aegypti neuropeptide Y-like receptor 7 (NPYLR7); HEK293T NPYLR7/Galpha15, GCaMP6s calcium fluorescence; activation, % at 10 µM; hit rate 0.15% among 270,000; in the data active means activation above about 40%;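 further: 0% = vehicle and 100% = reference agonist at the receptor; some compounds past the cut are filed as inactive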
* = called active by the depositor; nt = no result given; & = joins results of further samples. Unless noted, no stated cut-off is given here; in the data, active means inhibition above about 40%; inactive means the rest. Compounds were not picked by outcome; about 0.29% have a hit in one of these screens.

The line under a structure holds: mcGAS inh | NPYLR7 ag | hcGAS inh
- COc1ccc(NC(=O)N2CCCCC2c2cccc(F)c2)cc1 (centres undefined)
  nt | 9 | -3
- COc1ccc(-c2nnc(SCc3ccc(F)cc3)o2)cc1
  -1 | -16 | 3
- O=C(NCCC1=CCCCC1)c1ccc(-c2cccc(C(F)(F)F)c2)s1
  -5 | 15 | -2
- COC(=O)C(c1ccccc1F)C1C=CC(NC(=O)c2ccc(SC(F)(F)F)cc2)C1 (centres undefined)
  -7 | 3 | -5
- Cc1nn2cc(CNC(=O)CCc3n[nH]c4c3CCCC4)nc2s1
  -4 | 11 | 1
- CC1=C(C(=O)N2CCC(CCC(=O)Nc3ccc4c(c3)OCCO4)CC2)OCCO1
  nt | 5 | -3
- COC(=O)[C@@H](NC(=O)c1ccc2nc(C3CC3)oc2c1)c1ccccc1
  nt | 3 | -6
- Cn1cc(CN2CCC3(CC2)CC(C)(O)CCO3)cn1 (centres undefined)
  5 | nt | 11
- CC(C)c1ccc(-n2ccc3nc(N4CCCC4)ncc3c2=O)cc1
  nt | 0 | 6
- COc1cccc(-c2nc3ccc(C)cn3c2NC2CCCCC2)c1
  -1 | -18 | 1
- Cn1c(SCCCn2c(=O)[nH]c3ccccc32)nnc1-c1ccccc1
  nt | -8 | -1
- COc1ccccc1NC(=O)CSc1nc2c(c(=O)n1-c1cc(C)cc(C)c1)SCC2
  -6 | -4 | -7
- CCC(C)n1c(SCc2nc(-c3cccs3)no2)nc2ccccc2c1=O (centres undefined)
  -6 | -5 | -7
- O=C(c1cn(CC2CCCO2)cc2c(=O)n(-c3ccccc3)nc1-2)N1CCc2ccccc21 (centres undefined)
  -9 | 7 | -3
- Cn1ccnc1SCC(=O)N1N=C2c3ccccc3CCC2C1c1ccc(F)cc1 (centres undefined)
  nt | 2 | 1
- CC(C)(Oc1ccc(Cl)cc1)C(=O)Oc1coc(CSc2ncccn2)cc1=O
  4 | -11 | -5
- COc1ccccc1N1CCN(Cc2nc(N)nc(N3CCCc4ccccc43)n2)CC1
  nt | -3 | -3
- CCOC(=O)c1ccccc1NC(=O)N1CCN2CCN(C)C(=O)C2C1 (centres undefined)
  -16 | 6 | -3
- COCCN(Cc1ccco1)Cc1ncc(Cl)n1C
  nt | 2 | -7
- CCc1noc(C)c1C(=O)Nc1ccc(Br)cc1Cl
  nt | -6 | -7
- Cc1nn(C)c(Cl)c1S(=O)(=O)N[C@@H]1C[C@@H](CO)N(C)C1
  nt | 6 | -5
- CCOC(=O)C1(C)CCCN1C(=O)c1ccc(C(C)(C)C)cc1 (centres undefined)
  nt | 0 | -11
- CC(c1ccccc1)N(CCS(C)(=O)=O)CC1CCC1 (centres undefined)
  nt | 7 | -12
- CCCOCCCNC(=O)c1cncn1-c1ccc(-c2ccc(F)c(F)c2)cc1
  -7 | -4 | -6
- CNC(=O)C1Cc2ccccc2CN1S(=O)(=O)N1CCCCCC1 (centres undefined)
  nt | 10 | -2
- CC(C)CN(CC(C)C)S(=O)(=O)c1ccc(F)c(F)c1F
  5 | 5 | -1
- O=C(Nc1cc(F)cc(F)c1)C1CCCCN1C(=O)c1ccnc(C2CC2)n1 (centres undefined)
  nt | -18 | -8
- COCc1nnc(NC(=O)CN2CCN(C(=O)C3CCCO3)CC2)s1 (centres undefined)
  -14 | 19 | -3
- COC(=O)c1sc2[nH]c(=S)n(CCN3CCCC3)c(=O)c2c1C
  nt | -5 | 4
- Cc1nc(CNCC(C)c2nc3ccccc3o2)cs1 (centres undefined)
  nt | 3 | -7
- COc1ccccc1NC(=O)N1CCN(C(=O)CCN2CCc3sccc3C2c2cccc(F)c2)CC1C (centres undefined)
  -7 | 8 | -4
- C/C(=N\NC(=O)c1cc(C(C)C)[nH]n1)c1ccc(Br)cc1
  -1 | 2 | -1
- CN(C)C(=O)NCc1cc2n(n1)CCN(CC1=CC[C@H]3C[C@@H]1C3(C)C)C2
  -5 | nt | -5
- O=S(=O)(Nc1ccc(F)c(Cl)c1)c1ccc(Cl)s1
  -5 | 0&0 | -3&-3
- CC1(c2ccc(C#N)cc2)NC(=O)N(Cc2nc3ccccc3s2)C1=O (centres undefined)
  nt | 5 | -5
- COc1ccccc1N=Nc1c(C)[nH]n(-c2nc(-c3ccc(C)cc3)cs2)c1=O
  3 | -6 | 4
- COC(=O)C1CCCCN1Cc1cccc(C(=O)NCc2ccco2)c1 (centres undefined)
  nt | -1 | -6
- COc1ccc(-c2nnc(SCC(=O)NC(C)C)n2C(C)C)cc1
  nt | 9 | -6
- O=C(O)c1cccc(CC2CCN(C(=O)c3cnn4ccccc34)C2)c1 (centres undefined)
  nt | 13 | -9
- Cc1ccc(S(=O)(=O)NC(=O)C2(C)CCN2C(=O)Cc2ccc(Cl)cc2Cl)cc1 (centres undefined)
  nt | 1 | -4
- Cc1ccsc1[C@@H]1CCN(C(=O)CCc2n[nH]c(C)c2C)C[C@H]1O
  nt | -2 | 1
- CC(=O)Nn1ccc2c(cnc3ccnn32)c1=O
  nt | 3 | -8
- Cc1nn2c(=O)[nH]c(SCc3cccnc3)nc2c1-c1ccccc1
  -3 | 7 | 14
- COCCOc1nc(-c2ccc(OC)cc2)n(-c2cccc(NC(=O)c3cccc([N+](=O)[O-])c3)c2)n1
  -3 | -5 | -3
- CC1Cc2ccccc2N1C(=O)CC1C(=O)CC(C)(C)CC1=O (centres undefined)
  -6 | 3 | -2
- Cc1cc(=O)[nH]c(SCCOCCSc2ccc(Cl)cc2)n1
  nt | -5 | -3
- CC(C)(C)C(=O)C=C(NNc1nc(-c2ccccc2)c2cc(Br)ccc2n1)C(F)(F)C(F)(F)C(F)(F)F
  -2 | 11 | -5
- COc1ncc(CN(C)Cc2ccc(C)o2)cn1
  nt | -4 | 0
- c1ccc2oc(NC3=NCN(CCN4CCOCC4)CN3)nc2c1
  nt | 3 | -9
- CCN(CCO)C(=O)c1coc(COc2ccc(F)cc2Cl)n1
  -2 | -2 | 4
- CC1Oc2ccc(-c3cccc(F)c3)cc2N(c2ccccc2)C1=O (centres undefined)
  nt | 3 | -2
- Cn1cc(CNCC2(N3CCOCC3)CCCC2)c(-c2ccc3c(c2)OCCO3)n1
  0 | -6 | 2
- CCOC(=NCc1ccccn1)NC(=O)c1ccc(Cl)c(Cl)c1
  -5 | -1 | -10
- COc1ccc(NC(=O)c2ccc(OC)c([N+](=O)[O-])c2)cc1OC
  -2 | 7 | -2
- C=CCn1c(SCc2cc3c(cc2Cl)OCO3)nnc1-c1cc(-c2ccccc2)nc2ccccc12
  -6 | -8 | -4
- Cc1cc2ncn(CC(NC(=O)C3CC3c3cccnc3)C3CC3)c2cc1C (centres undefined)
  nt | -1 | 3
- COc1cc(CC(CN)CO)cc(OC)c1 (centres undefined)
  nt | 0 | -14
- CCN(CC)C(=O)Oc1ccc2c(ccn2Cc2cc(Cl)ccc2Cl)c1-c1ccc(OC)cc1
  -8 | 13 | -9
- CCOC(=O)c1nnc(-c2ccccc2)nc1C(=O)OCC
  nt | -5 | 3
- C=Cc1ccc(COC(=O)c2nnn(-c3ccc(Br)cc3)c2C)cc1
  -9 | 9 | -7

In another format: results already given
compound | mcGAS inh | NPYLR7 ag | hcGAS inh
Cc1nn2c(=O)[nH]c(SCc3cccnc3)nc2c1-c1ccccc1 | -3 | 7 | 14
COc1cc(CC(CN)CO)cc(OC)c1 (centres undefined) | nt | 0 | -14
Cc1ccsc1[C@@H]1CCN(C(=O)CCc2n[nH]c(C)c2C)C[C@H]1O | nt | -2 | 1
CCN(CCO)C(=O)c1coc(COc2ccc(F)cc2Cl)n1 | -2 | -2 | 4

Looked up by compound from the list above:
The line under a structure holds: mcGAS inh | NPYLR7 ag | hcGAS inh
- CC(C)CN(CC(C)C)S(=O)(=O)c1ccc(F)c(F)c1F
  5 | 5 | -1
- O=C(NCCC1=CCCCC1)c1ccc(-c2cccc(C(F)(F)F)c2)s1
  -5 | 15 | -2

Additional records
The line under a structure holds: mcGAS inh | NPYLR7 ag | hcGAS inh
- CCc1nc(N(CCC(=O)Nc2ccc(F)cc2)CCc2ccccc2)c2ccccc2n1
  -1 | -4 | 0
- Cc1nc2ccc(C(=O)Nc3ccc(Cl)cc3F)cc2nc1C
  nt | 3 | -7
- CC(=O)Nc1ccc(S(=O)(=O)Oc2ccc(CN(CC(C)C)C(=O)c3cccc(F)c3)cc2)cc1
  -5 | 13 | -15
- CN(Cc1nc(-c2ccc(C(F)(F)F)cc2)no1)C1CCOCC1
  -9 | -2 | -7
- C=CCN1C(=O)NC(c2cccc(Cl)c2)C2=C1CN(CC(=O)NCCc1ccc(Cl)cc1Cl)C2=O (centres undefined)
  -2 | -2 | 0
- CCC(C(=O)NC1CCCC1)n1ncc(N2CCOCC2)cc1=O (centres undefined)
  -5 | nt | -9
- CCOC(=O)C1=C(C)N(C)C(=O)NC1c1cccs1 (centres undefined)
  -6 | 2 | -8
- Cc1nc2n(n1)C(=O)C(C(c1ccc([N+](=O)[O-])cc1)N1CCCCC1)S2 (centres undefined)
  nt | 3 | -9
- COc1ccc(Cl)cc1C(=O)NCCc1ccc(S(=O)(=O)NC(=O)NC2CCCCC2)cc1
  -5&-1 | -3&-20&-3&-3 | -1&3&-8&5
- Cc1ncc(Cl)c(C(=O)N2CC(C)C(N3CCOCC3)C2)n1 (centres undefined)
  -18 | -2 | -9
- CC(=O)N1CCC(NC2CCC(C)CC2)CC1 (centres undefined)
  -5 | nt | -10
- CCOCCCNC(=O)c1cnc2nc3ccccc3n2c1N
  nt | -10 | -6
- C=CCn1c(SCc2ccc(C(=O)NCc3ccc4c(c3)OCO4)cc2)nnc1-c1ccc(C)cc1
  -5 | 21 | -12
- CCOc1nn(CC)cc1-c1n[nH]c(=S)n1CCOC
  nt | -5 | -4
- COc1ccc(CN2CCNC(=O)C2CC(=O)NCC(C)(C)CO)c(F)c1 (centres undefined)
  nt | 14 | -7
- CN(Cc1ccccc1)CC(C)(C)NC(=O)/C=C/c1cccs1
  nt | 3 | -2
- CC(NCc1nc2ccccc2c(=O)n1CC(N)=O)c1ccc2c(c1)OCCO2 (centres undefined)
  nt | 3 | 7
- Cc1nc2c(c(N(C)C)n1)CCN(C(=O)CN1C(=O)NC(=O)C1(C)C)C2
  -19 | 17 | -9
- CCCCNC(=O)C1(C)CCCCCN1Cc1cc2ccccc2o1 (centres undefined)
  nt | 5 | -12
- CC(Cc1cccs1)Nc1nc2nonc2nc1N1CCOCC1 (centres undefined)
  nt | 14 | -8
- Cc1cccc(C(=O)N(Cc2cc(N)ccc2N(C)C)CC2CCCO2)c1 (centres undefined)
  0 | -4 | 1
- COc1ccccc1N1CCN(c2ccc(NC(=O)c3cccc([N+](=O)[O-])c3)cc2C(=O)NC(C)c2ccccc2)CC1 (centres undefined)
  -5 | 18 | -15
- CN(C)c1ccc(C(=O)NC2CCN(C(=O)c3ccncc3)C2)cc1 (centres undefined)
  nt | -3 | 0
- N#C/C(=C\N1CCN(c2ccccc2)CC1)C(=O)NCc1ccccc1
  nt | -5 | -1
- Cc1ccc(OCCCNC(=O)CNC(=O)C2CCCC2)cc1
  -4 | 3 | -2
- CCN(CC)C(=O)Oc1ccc2c(ccn2Cc2cc(C)cc(C)c2)c1NC(=O)c1ccc2c(c1)OCO2
  -7 | 6 | -8
- COc1nc2ccccc2cc1-c1cnccc1N
  -18 | 12 | -3
- CCCNC(=O)COc1coc(CN2CCN(c3ccccc3)CC2)cc1=O
  -6 | 5 | -3
- CCn1cc(NC(=O)Nc2c(C)cccc2C)c2ccccc21
  nt | 13 | 4
- O=C(OCc1ccccc1)[C@@H]1CCCN1C(=O)c1ccc(CSc2ccc3ccccc3n2)cc1
  -3 | -8 | -2
- CCOCCCn1c(SCc2c(F)c(F)c(OC)c(F)c2F)nc2cc(C(=O)OCC)ccc21
  -5 | 1 | -3
- CCc1cc(=O)[nH]c(-n2nc(C)cc2NC(=O)C23CC4CC(CC(C4)C2)C3)n1
  -8 | 13 | -6
- COC(=O)C1(C(=O)NCCOc2ccccc2)CC1
  1 | -3 | -2
- O=C(OCc1nc(C(=O)NCc2cccc(F)c2)cs1)c1ccccc1
  0 | 10 | -3
- CCOc1ccc(-c2n[nH]c(C)c2-c2ccccc2)c(O)c1
  nt | 1 | 2
- O=C(CCc1cccnc1)Nc1cc(Cl)ccc1Oc1ccccc1
  nt | 0 | -5
- O=C(NC1C=CS(=O)(=O)C1)c1cnn2c1CCCC2 (centres undefined)
  -16 | 17 | -7
- CCCCOP(=O)(OCCCC)C(Nc1ccc(C(=O)O)cc1)c1ccccc1O (centres undefined)
  -8 | -10 | -5
- O=C(NCC1CCCN(C(=O)c2ccc3[nH]ccc3c2)C1)c1ccccc1Cl (centres undefined)
  -14&-4 | 16&-3 | -10&-6
- CC(C)Cc1ccc(C(C)NS(C)(=O)=O)cc1 (centres undefined)
  nt | 12 | 1
- Cc1cccc2cc(CO)c(N3CCC(CO)(Cc4ccccc4)CC3)nc12
  -9 | -5 | -3
- O=C(c1ccccc1)n1sc(=O)c2ccccc21
  nt | 2 | 4
- COc1ccc(Br)cc1S(=O)(=O)N(C)CC(=O)NCc1ccco1
  nt | 5 | -4
- Cn1c(-c2ccc(Cl)cc2)n[nH]c1=S
  nt | -2 | 0
- CN(C)CC1(O)CCCN(c2ncccc2C(N)=O)CC1 (centres undefined)
  1 | 4 | 3
- O=C(NNC(=O)c1cccc(S(=O)(=O)Nc2ccc(Cl)cc2)c1)NC1CCCCC1
  0 | 3 | -2
- COc1ccccc1/C=C/C=C1\N=C(c2ccccc2Cl)OC1=O
  nt | 1 | 1
- O=C(Cc1ccc2c(c1)CCC2)NCCc1ccc2c(c1)OCCO2
  nt | -1 | -16

Source: PubChem (Fisher Drug Discovery Resource Center)
